Screening results (PubChem BioAssay)
MgcRacGAP inhibition = MgcRacGAP GTPase-activating activity inhibitors, confirmation, biochemical, ADP Hunter fluorescence | MgcRacGAP-stimulated Rac1 GTP hydrolysis, ADP Hunter fluorescence; higher % means a stronger effect; GST-tagged Rac1 F28L mutant substrate | inhibition, % at 30 µM, or IC50 in µM where a hit was titrated | AID 624330 | hit rate 0.6% among 340,000;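 active = first-screen hits whose inhibition reached a set limit at any dose in the follow-up dose series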;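 also: fluorescence reports GDP produced by GAP-driven GTP hydrolysis; strong numbers were not always called active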
T cell modulator = T cell immune modulation candidate; 2C CD8+ T cell-vesicle binding, flow cytometry; active compounds read low; calls only at 7 µM; hit rate 0.068% among 330,000; AID 2052;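 active = response, share of CD8 T cells binding vesicles, and their 90th percentile fluorescence all below set limits, cut at about 80% in these data, passing the limit was not always enough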
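Test system: purified 2C TCR transgenic mouse naive CD8+ T cells. Probe or stimulus: QL9-peptide-loaded Drosophila micro-vesicles bearing Ld, ICAM-1 and B7-1. Incubation: binding step 1.5 h, 37 °C, antibody labelling 20 min, ice. Measured by: flow cytometry of vesicle-bound cells.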
SV40 large T antigen = SV40 large T antigen inhibitors, biochemical (AID 1903); SV40 large T antigen ATPase/helicase inhibition assay; higher % means a stronger effect; one-dose inhibition, % at 20 µM; IC50 in µM for titrated hits; hit rate 0.39% among 310,000; in the data active = a potency from the dose series; also: strong numbers were not always called active
RSV antiviral HEp-2 = inhibition of RSV-induced cytopathic effect – HEp-2 cells, primary 10 µM value included (AID 2391); CPE inhibition, % at 10 µM; hits with a dose series show IC50 in µM; HEp-2 cells, RSV-induced CPE inhibition; higher % means a stronger effect; hit rate 0.13% among 310,000; in the data active = a potency from the dose series; also: strong numbers were not always called active
PhoP inhibition = inhibitors of PhoP regulon expression, primary screen, Salmonella Typhimurium, GFP reporter (AID 1863) | one-dose inhibition, % at 50 µM; IC50 in µM for titrated hits | hit rate 0.16% among 300,000 | S. Typhimurium PhoP-regulated promoter GFP reporter, 4 h; higher % means a stronger effect;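 active = inhibition over 29.93%, a cutoff 3 SD above the screen mean, later confirmed by dose response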;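 also: 0% = low Mg2+ inducing control and 100% = high Mg2+ repressing control; strong numbers were not always called active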
NTR1 ag = agonists of NTR1, primary screen, imaging, U2OS cells, beta-arrestin-GFP, high content (AID 493036); hit rate 0.17% among 330,000; P30989; activation, % at 20 µM; NTR1-U2OS beta-arrestin-GFP spot imaging, agonist mode;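 active = activation at or above 40% of the spot to cytoplasm intensity ratio, with at least 20 cells analyzed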;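 also: 0% = DMSO without peptide and 100% = 100 nM NTR1 peptide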
Target sequence (P30989 whole entry, looked up): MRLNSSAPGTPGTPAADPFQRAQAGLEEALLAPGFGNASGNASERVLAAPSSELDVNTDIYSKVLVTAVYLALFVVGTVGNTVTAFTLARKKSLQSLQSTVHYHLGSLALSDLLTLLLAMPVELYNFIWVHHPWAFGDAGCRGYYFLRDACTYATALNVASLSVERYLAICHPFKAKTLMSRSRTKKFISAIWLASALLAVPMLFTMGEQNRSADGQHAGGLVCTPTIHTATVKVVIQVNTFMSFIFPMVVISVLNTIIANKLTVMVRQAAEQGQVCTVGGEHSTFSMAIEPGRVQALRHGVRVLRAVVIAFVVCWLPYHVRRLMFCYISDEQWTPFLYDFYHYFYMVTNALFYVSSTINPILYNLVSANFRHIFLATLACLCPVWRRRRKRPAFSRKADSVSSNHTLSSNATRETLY
K1F lysis inhibition = protection from phage-mediated lysis, alamar blue read-out – E. coli UTI89, K1F phage, bacterial capsule biogenesis inhibitors (AID 488966) | E. coli UTI89 K1F phage lysis, alamar blue, 2 h; higher % means a stronger effect | one-dose inhibition, % at 100 µM; IC50 in µM for titrated hits | hit rate 0.02% among 340,000;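 active = phage lysis inhibition, versus mean bacterial control, above a set limit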;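 also: capsule biogenesis inhibitors block K1F phage lysis so surviving cells raise fluorescence; higher fluorescence means more inhibition of phage lysis; actives were called in the ten point dose series up to 300 µM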
TNAP activators = stimulation of alkaline phosphatase TNAP activity – biochemical, luminescent, no phosphate acceptor, uHTS, primary screen (AID 1001); purified TNAP, luminescent activation assay, no phosphate acceptor; higher activation fold means a stronger effect; activation fold at 20 µM, or EC50 in µM where a hit was titrated; hit rate 0.03% among 200,000; in the data active = activation fold from about 3, or a potency from the dose series; inactive = the rest, 99 in 100 with activation fold below about 1.6; also: many of its hits are not listed in these tables
Myeloid diff 2 = compounds promoting myeloid differentiation; calls only at 10 µM; hit rate 1% among 360,000; ER-HoxA9 myeloid progenitors, lysozyme-GFP differentiation, flow cytometry;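 active = normalized GFP-positive differentiation at or above the plate's own cutoff, the solvent-only control mean plus 3 SD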;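 also: cells exposed to compound for four days before flow analysis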
T cell modulator vesicle-bound % = further read-out of T cell modulator, marked with its call; double positive events, %; measured here: CD8+ vesicle-bound cell fraction;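 binding gate set so that unloaded-vesicle control wells show 10% double positive cells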
NTR1 ag cell count 20 µM = second read-out of NTR1 ag, no call of its own (marks repeat the call); cell count; measured here: cell count, cytotoxicity flag
Myeloid diff 2 GFP+ MAC1+ % = second read-out of Myeloid diff 2, no call of its own (marks repeat the call); GFP+ MAC1+ double positive, %; measured here: differentiation confirmed by MAC1 staining
The depositor's hits bear a star; i = inactive; nt = not tested or not shown; [ ] = another dose, or the depositor's remark. Compounds as they come. About 2.3% of those tested had a hit in this group.

SMILES	MgcRacGAP inhibition	T cell modulator	T cell modulator vesicle-bound %	SV40 large T antigen	RSV antiviral HEp-2	PhoP inhibition	NTR1 ag	NTR1 ag cell count 20 µM	K1F lysis inhibition	TNAP activators	Myeloid diff 2	Myeloid diff 2 GFP+ MAC1+ %
COc1cccc(C2c3c(oc4ccc(F)cc4c3=O)C(=O)N2CCN2CCOCC2)c1OC (centres undefined)	4%	i	5	15%	-0.4%	-4%	1.2	66	-0.5%	1	i	2.6
Fc1ccccc1N1CCN(c2nc3ccccc3n3nnnc23)CC1	14%	i	52	-3%	5.2%	-12%	7.5	67	0.4%	1.1	i	0.6
Cc1ccccc1OCC(=O)N=Nc1c(O)n(C)c2ccccc12	8%	i	34	17%	1.2%	-13%	9.4	63	0.2%	nt	i	0.8
CCOC(=O)/C(=N\Nc1ccccc1Cl)N1CCN(Cc2ccccc2)CC1	4%	i	49	-2%	14%	-4%	6.3	77	-0.3%[50 µM]	1.1	i	0.2
Cc1ccc(NC(=O)CSc2nc(O)cc(=O)n2-c2ccc(C)cc2)cc1	9%	i	16	5%	1.0%	0%	0.7	70	3.1%	nt	i	5.3
O=C(O)c1cccc2c1/C(=N/O)c1ccccc1-2	-4%	i	45	10%	0.0%	nt	-1.6	36	-1.4%	nt	i	0.7
O=C1NC(Cc2ccccc2)C(=O)N1Cc1cc([N+](=O)[O-])cc2c1OCOC2 (centres undefined)	-1%	i	43	11%	3.1%	3%	0.6	60	0.4%	1.2	i	0.2
Cc1ccc(NC(=O)CCSc2ccccn2)cc1	10%	i	41	1%	2.4%	13%	2.2	49	0.0%	1	i	0.6
Cc1nn(S(=O)(=O)c2ccc([N+](=O)[O-])cc2)c(C)c1Sc1ccccc1	1%	i	28	nt	-1.0%	nt	9.4	51	-1.7%	nt	i	1.5
O=C(NNC(=O)c1cccs1)Nc1cccc(Cl)c1	5%	i	40	10%	-0.2%	7%	-1.5	88	0.4%	1	i	0.8
Cn1c(/C(C#N)=C/c2ccc(O)cc2)nc2ccccc21	12%	i	12	10%	5.1%	-1%	5.7	52	0.1%	nt	i	0.3
CC(C)(C)c1nc(Sc2ccc([N+](=O)[O-])cn2)n[nH]1	16%	i	19	17%	0.6%	-13%	2.3	45	4.1%	nt	i	0.3
Cc1cc(NS(=O)(=O)c2cc(Cl)sc2Cl)no1	7%	i	41	7%	3.4%	2%	0.5	46	-0.1%	nt	i	0.3
CC1CN(C(c2ccco2)c2sc3ncnn3c2O)CC(C)O1 (centres undefined)	12%	i	33	3%	1.8%	7%	2.7	87	-0.1%	0.9	i	3.4
Cc1cccc(NS(=O)(=O)c2cccc3nonc23)c1	2%	i	56	3%	0.1%	0%	0.1	48	4.1%	1.1	i	0.6
CC(Oc1ccccc1)C(=O)NCc1cccnc1 (centres undefined)	3%	i	41	-3%	1.3%	-13%	0.8	56	2.8%	1.1	i	9.7
Cc1ccc(S(=O)(=O)NNC(=O)c2csnn2)cc1	5%	i	35	12%	1.5%	-1%	0.7	49	0.2%	1	i	0.8
O=C(NCCO)Nc1ccc(Cl)cc1	11%	i	14	15%	-0.6%	-3%	-3.1	72	0.3%	1.1	i	0.5
COC(=O)[C@@]12CCCCN1[C@H](c1ccc(-c3ccc(F)cc3)cc1)[C@@H]1C(=O)N(C)C(=O)[C@@H]12	6%	i	11	13%	-2.2%	8%	14	81	0.8%	nt	i	1.8
CCOC(=O)N1CCC(N2CCN(S(=O)(=O)c3ccc([N+](=O)[O-])cc3)CC2)CC1	31%	i	57	2%	14%	1%	-0.4	64	0.0%	nt	i	0.3
N#Cc1nc(COc2ccc(F)cc2)oc1N1CCCC1	-11%	i	52	0%	0.2%	7%	-2.9	47	2.9%	1.1	i	0.9
O=C(/C=C/c1ccc(OCCCF)cc1)N1CCN(Cc2ccccc2)CC1	6%	i	16	0%	11%	6%	-0.1	75	0.3%	nt	i	0.8
O=C(NNC(=O)C1CCCO1)c1ccccc1Cl (centres undefined)	10%	i	25	-4%	0.8%	2%	0.4	64	0.2%	1.1	i	0.6
CC1CCCC(C)N1C(=O)COC(=O)Cc1c[nH]c2ccccc12 (centres undefined)	0%	i	22	7%	0.8%	-1%	1.5	60	0.3%[50 µM]	nt	i	0.7
CC(C)C(=O)N1N=C2CCCCC2C1(O)C(F)(F)F (centres undefined)	-6%	i	43	-1%	1.3%	-3%	0.7	38	-0.3%	1.1	i	0.3
Cc1c(C(=O)O)nnn1-c1ccccc1	4%	i	21	-4%	2.5%	-34%	-0.4	71	0.5%	1.1	i	0.5
COc1ccc(NC(=O)c2cccc(N3C(=O)C4C5C=CC(C6CC56)C4C3=O)c2)c(OC)c1 (centres undefined)	6%	i	32	12%	9.0%	-6%	-0.6	54	0.3%	nt	i	0.5
O=c1cc(CN2CCN(C/C=C/c3ccccc3)CC2)c2cc(O)c(-c3ccccc3)cc2o1	7%	i	19	7%	2.2%	2%	7.9	90	0.3%	1.1	i	0.2
COc1cc(/C=C/c2cc(OC(C)=O)c3ccccc3n2)c(OC(C)=O)c([N+](=O)[O-])c1	8%	i	30	11%	3.4%	2%	2.1	65	0.6%	0.9	i	1.0
O=C(O)Cc1ccc2ccc3ccccc3c2c1	nt	i	50	-3%	nt	nt	0.3	52	nt	nt	i	0.8
COc1cccc(C(=O)Nc2nnc(C(C)C)s2)c1	0%	i	49	4%	1.7%	-4%	0.3	55	0.7%	1.1	i	0.3
O=C(Nc1c(C(=O)Nc2ccc3c(c2)OCCO3)cnn1-c1ccccc1Cl)c1ccco1	2%	nt	nt	2%	-0.5%	-9%	0.8	83	0.4%	1.1	i	5.3
CCN(CC(=O)Nc1c(F)cccc1F)C(=O)CSC(=S)N1CCCC1	-2%	i	30	nt	1.5%	nt	-0.9	56	-0.3%[50 µM]	nt	i	1.5
CC(C)c1ccc(C(=O)N2CCN(c3cnn(C)c(=O)c3Cl)CC2)cc1	2%	i	20	1%	3.5%	-9%	1.1	54	0.0%	1	i	0.3
COc1ccc(C(CC(=O)O)NC(=O)c2ccco2)cc1OC (centres undefined)	2%	i	35	-1%	0.5%	-8%	0.3	62	0.3%	1.2	i	0.4
CSc1ccc(OC2CCN(Cc3ccccc3)CC2)cc1	1%	i	8	26%	0.0%	22%	6.7	76	1.2%[50 µM]	1.1	i	0.7
COc1cc(C(=O)c2ccccc2Cl)c([N+](=O)[O-])cc1OC	0%	i	62	2%	1.6%	3%	-1.4	78	0.2%	1.1	i	0.2
Cn1ncc([N+](=O)[O-])c1C(=O)NC1CCCCC1	1%	i	12	17%	1.1%	-3%	2.1	56	0.9%	nt	i	4.9
Cc1ccc(S(=O)(=O)N2CCCCC2)cc1NC(=O)COC(=O)c1c(F)cccc1F	4%	i	20	2%	-0.6%	-8%	0.8	38	-0.3%	1	i	0.3
O=C(CN1CCCCC1)Nc1ccc(NC(=O)c2ccc(Cl)cc2)cc1Cl	2%	i	19	16%	1.4%	-7%	1.7	71	0.6%	1.1	i	1.4
C=C(C)C(=O)Nc1cccnc1Oc1ccc(F)cc1F	0%	i	40	4%	1.9%	-5%	1.5	52	-0.7%	nt	i	0.2
O=C(CN1CCN(S(=O)(=O)c2ccc(F)cc2)CC1)Nc1ccc2c(c1)OCO2	6%	i	15	20%	0.5%	3%	0.2	45	0.6%	1	i	0.0
COc1cc(OC)cc(C(=O)n2nc(C)cc2C)c1	0%	i	13	9%	1.4%	3%	0.0	64	6.0%	1	i	7.9
CCOC(=O)c1cc(-c2ccccc2)n(CC(=O)O)c1C	-3%	i	52	1%	2.2%	2%	-1.3	50	-0.3%	1.1	i	1.2
CC1CCC(C(C)C)C(OC(=O)Cn2c(-c3ccc(Cl)cc3)[n+](C)c3ccccc32)C1 (centres undefined)	-10%	i	57	20%	-2.9%	84µM*	38	68	0.1%	nt	i	0.3
Cc1noc(NS(=O)(=O)c2ccc(NC(=O)CCn3c(=O)oc4ccccc43)cc2)c1C	0%	i	9	10%	0.4%	-12%	1.5	98	1.6%	1.1	i	2.3
O=C(c1ccco1)N1CCN(C(=O)c2ccccc2NS(=O)(=O)c2ccc(F)cc2)CC1	9%	i	31	1%	-0.7%	6%	-1.6	52	0.3%	1.2	nt	nt
Cc1ccccc1N1CCN(C(=O)c2ccccc2NC(=O)C2CC=CCC2C(=O)O)CC1 (centres undefined)	2%	i	55	2%	1.2%	5%	0.4	50	0.5%	0.9	i	1.0
CC(NC(=O)c1ccc(Br)cc1)c1ccccc1 (centres undefined)	5%	i	22	3%	0.3%	-12%	-1.4	50	-0.7%	1.1	i	0.7
Cc1ccc(NC(=O)CN(c2ccc(Cl)cc2)S(=O)(=O)c2cc([N+](=O)[O-])ccc2Cl)c(C)c1	nt	i	22	8%	6.9%	-9%	1.7	39	nt	1	i	0.4
COc1ccc(C(=O)NNC(=O)C(=O)NC(C)c2ccccc2)cc1OC (centres undefined)	2%	i	50	0%	3.1%	-10%	-1.4	57	-0.2%	1	i	0.5
O=C(CCn1c2c(c3ccccc31)CCCC2)NNC(=O)c1cccc([N+](=O)[O-])c1	3%	i	54	1%	19%	12%	1.7	56	9.0%	1.8	i	0.3

Whole records, quoted from the list:
CCOC(=O)c1cc(-c2ccccc2)n(CC(=O)O)c1C in the list: MgcRacGAP inhibition: -3%; T cell modulator: i; T cell modulator vesicle-bound %: 52; SV40 large T antigen: 1%; RSV antiviral HEp-2: 2.2%; PhoP inhibition: 2%; NTR1 ag: -1.3; NTR1 ag cell count 20 µM: 50; K1F lysis inhibition: -0.3%; TNAP activators: 1.1; Myeloid diff 2: i; Myeloid diff 2 GFP+ MAC1+ %: 1.2
O=C(CCn1c2c(c3ccccc31)CCCC2)NNC(=O)c1cccc([N+](=O)[O-])c1 in the list: MgcRacGAP inhibition: 3%; T cell modulator: i; T cell modulator vesicle-bound %: 54; SV40 large T antigen: 1%; RSV antiviral HEp-2: 19%; PhoP inhibition: 12%; NTR1 ag: 1.7; NTR1 ag cell count 20 µM: 56; K1F lysis inhibition: 9.0%; TNAP activators: 1.8; Myeloid diff 2: i; Myeloid diff 2 GFP+ MAC1+ %: 0.3
Cc1ccccc1N1CCN(C(=O)c2ccccc2NC(=O)C2CC=CCC2C(=O)O)CC1 (centres undefined) in the list: MgcRacGAP inhibition: 2%; T cell modulator: i; T cell modulator vesicle-bound %: 55; SV40 large T antigen: 2%; RSV antiviral HEp-2: 1.2%; PhoP inhibition: 5%; NTR1 ag: 0.4; NTR1 ag cell count 20 µM: 50; K1F lysis inhibition: 0.5%; TNAP activators: 0.9; Myeloid diff 2: i; Myeloid diff 2 GFP+ MAC1+ %: 1.0
